# FBW7 act: human FBW7 E3 ligase activation, primary screen | Q969H0 | AlphaScreen FBW7–phospho-cyclin E peptide binding, activator screen | normalized activity (activation), % at 26.1 µM | hit rate 0.13% among 650,000; in the data active means normalized activity above about 1.9%;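 further: purified mutant Fbw7 with reduced substrate affinity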
# Target sequence (Q969H0 whole entry, looked up): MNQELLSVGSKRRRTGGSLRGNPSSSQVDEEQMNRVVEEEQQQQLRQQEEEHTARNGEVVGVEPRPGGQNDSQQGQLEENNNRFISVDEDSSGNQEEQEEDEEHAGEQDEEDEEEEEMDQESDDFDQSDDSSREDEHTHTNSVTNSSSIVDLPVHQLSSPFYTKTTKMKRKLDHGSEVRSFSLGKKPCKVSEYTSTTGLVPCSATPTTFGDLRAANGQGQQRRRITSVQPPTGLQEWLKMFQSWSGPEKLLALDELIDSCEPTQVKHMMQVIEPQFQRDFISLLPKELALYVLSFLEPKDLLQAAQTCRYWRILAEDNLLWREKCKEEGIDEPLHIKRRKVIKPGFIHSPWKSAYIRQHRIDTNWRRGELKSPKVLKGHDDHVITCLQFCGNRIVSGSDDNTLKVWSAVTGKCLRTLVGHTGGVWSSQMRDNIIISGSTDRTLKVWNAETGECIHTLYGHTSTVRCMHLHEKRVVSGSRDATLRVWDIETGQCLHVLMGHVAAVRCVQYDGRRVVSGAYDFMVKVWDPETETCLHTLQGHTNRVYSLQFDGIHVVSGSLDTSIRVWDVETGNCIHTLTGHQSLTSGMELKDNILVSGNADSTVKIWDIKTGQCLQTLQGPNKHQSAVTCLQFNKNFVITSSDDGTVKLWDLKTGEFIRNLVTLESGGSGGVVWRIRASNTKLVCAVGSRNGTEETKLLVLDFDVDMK
# MITF inh: blocks human microphthalmia-associated transcription factor. O75030. AlphaScreen MITF homodimerization, bead proximity signal. inhibition, % at 2.6 µM. hit rate 0.91% among 650,000. AID 1259374; in the data active means inhibition above about 50%;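 further: 0% = vehicle wells with protein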
# GPR151 activ: human GPR151 activation | hit rate 1% among 650,000 | activation, % at 11.2 µM | PathHunter beta-arrestin GPR151 cells, luminescence | Q8TDV0 | AID 1508602; in the data active means activation above about 4.9%;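 further: 0% = median of compound wells and 100% = cells with positive control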
# Target sequence (Q8TDV0 whole entry, looked up): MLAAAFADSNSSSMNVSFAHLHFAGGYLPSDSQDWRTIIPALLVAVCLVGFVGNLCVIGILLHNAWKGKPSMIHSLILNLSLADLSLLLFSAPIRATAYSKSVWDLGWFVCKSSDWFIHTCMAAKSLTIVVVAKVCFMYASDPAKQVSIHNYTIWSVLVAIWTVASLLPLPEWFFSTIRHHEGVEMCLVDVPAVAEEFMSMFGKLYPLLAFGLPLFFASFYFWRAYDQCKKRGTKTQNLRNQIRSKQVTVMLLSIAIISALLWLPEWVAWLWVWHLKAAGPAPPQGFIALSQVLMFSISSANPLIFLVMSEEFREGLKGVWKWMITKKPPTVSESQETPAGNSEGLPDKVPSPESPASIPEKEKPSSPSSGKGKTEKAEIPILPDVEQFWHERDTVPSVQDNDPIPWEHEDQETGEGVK
# TEAD-YAP inh: TEAD-YAP interaction inhibition; HEK-TIYL cells, TEAD-Gal4/YAP UAS-luciferase luminescence; inhibition, % at 9.12 µM; hit rate 1.4% among 640,000; in the data active means inhibition above about 32%;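 further: 0% = median of test compound wells and 100% = reference inhibitor wells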
# * = called active by the depositor; x = not tested or not shown.
SMILES,FBW7 act,MITF inh,GPR151 activ,TEAD-YAP inh
O=C1CC2(CCCC2)CC(=O)N1c1ccccc1,0.0,-8,0.3,-8
CCCN1C(=O)NC2(CCN(S(=O)(=O)c3ccc(Cl)c(Cl)c3)CC2)C1=O,-0.3,-1,1.0,2
CCC(=NCc1ccc(C#N)cc1)c1ccccc1O,0.8,16,-1.4,-6
O=C(CN=C(c1ccccc1)c1ccccc1)OCc1ccccc1,x,3,-1.8,x
CCOc1cc(CNCCO)ccc1OCc1ccc(Cl)cc1,0.6,-9,2.0,-7
CCOc1cc(/C=C2/C(=N)N3OC(C)=CC3=NC2=O)ccc1OC(=O)c1cccs1,0.5,15,0.5,13
CC(C)N(C(=O)c1cc([N+](=O)[O-])ccc1Cl)C(C)C,0.0,-10,-0.5,1
O=C(NC1CCS(=O)(=O)C1)c1cccc(S(=O)(=O)N2CCCC2)c1 (stereo not drawn),-0.2,2,1.2,-1
C#CCOc1ccc(/C=C2\SC(NC(C)=O)=NC2=O)cc1Br,-0.1,-7,-0.2,-12
Cc1cccc(CN2CCN3C(=O)[C@@H](Cc4ccccc4)NC(=O)[C@H]3C2)c1,-0.1,-5,1.3,-5
N#C/C(=C/c1ccco1)c1ccc(F)cc1,0.0,44,-1.3,-5
CC1=C(C(=O)OCC2CCCO2)C(c2cc([N+](=O)[O-])ccc2Cl)C2=C(CCCC2=O)N1 (stereo not drawn),0.0,-4,0.8,9
CC1CN(Cc2ccccc2)c2nc3c(c(=O)n(CC(N)=O)c(=O)n3C)n2C1 (stereo not drawn),0.3,8,0.5,11
NC(=O)NC(=O)COC(=O)c1cncc(Br)c1,0.7,13,3.0,-3
Cc1ccc(NC(=O)CCS(=O)(=O)c2ccc(Cl)cc2)c(Br)c1,-0.1,-10,1.8,-3
C=CCC1(O)C(C)C(c2ccc(Cl)cc2)NC(c2ccc(Cl)cc2)C1C (stereo not drawn),-0.1,1,2.5,-1
NS(=O)(=O)c1ccc(NC(=O)c2ccc([N+](=O)[O-])o2)cc1,0.0,1,-0.3,-15
Cc1cc(NC(=O)CN(C)S(=O)(=O)c2ccc3nc(C)sc3c2)n[nH]1,0.1,-1,-0.2,5
COCCNc1nc(-c2ccccc2OC)ccc1C(=O)Nc1cccc(OC)c1,0.0,0,-0.6,8
O=C(NC1CCS(=O)(=O)C1)c1ccc(Cl)cc1 (stereo not drawn),0.1,-4,-0.4,-6
O=Cc1cccn1-c1ccccc1Cl,0.0,16,0.5,6
O=C(N/N=C/c1cc(Br)c(O)c(Br)c1O)c1cccc(F)c1,-0.1,27,-0.8,-39
CCOc1ccc(NC2SC(=O)N(c3ccc(F)cc3)C2=O)cc1 (stereo not drawn),0.1,-21,0.0,-15
COC(=O)c1ccc(OC(=O)Cn2cnc3sc4c(c3c2=O)CCCC4)cc1,0.1,-4,-1.1,9
CCCSCCCNC(=O)CCC(=O)N1CCOc2ccccc21,0.1,6,0.9,10
CCC(C)(C)NC(=O)C(c1ccc(OC)cc1)N(C(=O)Cn1nnc2ccccc21)C1CC1 (stereo not drawn),0.3,5,2.3,-33
COc1ccc(OC)c(NC(=O)C(=O)NCC2CCCO2)c1 (stereo not drawn),-0.2,-8,0.4,-5
O=C(Nc1ccccc1NC(=O)C(Cl)Cl)C(Cl)Cl,0.1,-18,-0.9,-3
COc1cc(C2C(C#N)=C(C)NC3=C2C(=O)CC(C)(C)C3)ccc1OCCO (stereo not drawn),0.0,6,-1.1,12
CC1CC(C)(C)NC(=S)N1CCC(=O)N1CCCCCC1 (stereo not drawn),-0.2,5,2.1,0

# 13 of the compounds above, with bars between the fields.
compound | FBW7 act | MITF inh | GPR151 activ | TEAD-YAP inh
O=C(NC1CCS(=O)(=O)C1)c1cccc(S(=O)(=O)N2CCCC2)c1 (stereo not drawn) | -0.2 | 2 | 1.2 | -1
C#CCOc1ccc(/C=C2\SC(NC(C)=O)=NC2=O)cc1Br | -0.1 | -7 | -0.2 | -12
Cc1cccc(CN2CCN3C(=O)[C@@H](Cc4ccccc4)NC(=O)[C@H]3C2)c1 | -0.1 | -5 | 1.3 | -5
N#C/C(=C/c1ccco1)c1ccc(F)cc1 | 0.0 | 44 | -1.3 | -5
CC1=C(C(=O)OCC2CCCO2)C(c2cc([N+](=O)[O-])ccc2Cl)C2=C(CCCC2=O)N1 (stereo not drawn) | 0.0 | -4 | 0.8 | 9
CC1CN(Cc2ccccc2)c2nc3c(c(=O)n(CC(N)=O)c(=O)n3C)n2C1 (stereo not drawn) | 0.3 | 8 | 0.5 | 11
NC(=O)NC(=O)COC(=O)c1cncc(Br)c1 | 0.7 | 13 | 3.0 | -3
Cc1ccc(NC(=O)CCS(=O)(=O)c2ccc(Cl)cc2)c(Br)c1 | -0.1 | -10 | 1.8 | -3
C=CCC1(O)C(C)C(c2ccc(Cl)cc2)NC(c2ccc(Cl)cc2)C1C (stereo not drawn) | -0.1 | 1 | 2.5 | -1
NS(=O)(=O)c1ccc(NC(=O)c2ccc([N+](=O)[O-])o2)cc1 | 0.0 | 1 | -0.3 | -15
Cc1cc(NC(=O)CN(C)S(=O)(=O)c2ccc3nc(C)sc3c2)n[nH]1 | 0.1 | -1 | -0.2 | 5
COCCNc1nc(-c2ccccc2OC)ccc1C(=O)Nc1cccc(OC)c1 | 0.0 | 0 | -0.6 | 8
O=C(NC1CCS(=O)(=O)C1)c1ccc(Cl)cc1 (stereo not drawn) | 0.1 | -4 | -0.4 | -6

# Continued.
SMILES,FBW7 act,MITF inh,GPR151 activ,TEAD-YAP inh
CCCOc1cc2oc(=O)cc(C)c2cc1Cl,0.0,8,5.4*,-10
O=C1c2ccc([N+](=O)[O-])cc2C(=O)N1c1ccc(-c2nc3ccccc3c(=O)o2)cc1,0.0,12,-0.5,3
COc1ccc(-n2c(SCC(=O)Nc3ccc(C)c(C)c3)nc3n[nH]c(C)c3c2=N)cc1,0.2,-5,-0.8,-5
Cc1nccn1S(=O)(=O)c1ccc(F)cc1,0.0,2,0.9,14
CC1(C)CC(=O)C2=C(C1)N(c1ccccc1)C(=O)CC2c1cccs1 (stereo not drawn),0.0,-1,-0.3,8
Cc1cccc(N2C(=O)C3C4C=CC(C4)C3C2=O)c1 (stereo not drawn),0.0,-3,0.1,17
COC(=O)C1=NNC2C(=O)N(c3ccc(C)cc3C)C(=O)C12 (stereo not drawn),0.0,-2,0.3,-13
O=C(CCCC(=O)OCC(F)(F)C(F)F)Nc1ccc(F)cc1F,0.1,15,-0.5,2
CCCCCCSC1=C(C#N)C(c2ccccc2)CC(=O)N1 (stereo not drawn),-0.1,-5,0.1,-7
COc1ccccc1N1CCN(C(=O)c2ccc3c(c2)C(=O)N(c2ccccn2)C3=O)CC1,0.3,68*,-1.0,1
CCc1ccc(CN(C)C(=O)CCc2nnc(CCc3cccc(OC)c3)o2)nc1,0.1,4,0.4,5
CCOc1ccc(C(c2nnnn2CCOC)N2CCN(c3ccccc3)CC2)cc1 (stereo not drawn),-0.1,7,-0.3,0
CC(C)(C)c1ccc(C(=O)NCc2n[nH]c(=S)n2-c2ccccc2)cc1,0.1,-2,2.8,4
O=c1c2sc(=S)n(-c3ccccc3)c2nc(SCc2cccc([N+](=O)[O-])c2)n1-c1ccccc1,-0.1,-7,0.9,-4
Cc1nnc(N2C(=O)c3ccccc3C2=O)s1,1.0,12,-0.8,-6
COc1ccc(CC2CCOC2=O)cc1 (stereo not drawn),0.7,14,0.8,7
COc1cccc(OC)c1C(=O)Nn1c(C2CCC2)nc2ccccc2c1=O,0.4,15,-1.3,13
COc1ccc(C2=N/C(=C\c3ccc(C)o3)C(=O)O2)cc1OC,-0.1,11,-0.4,9
CC(C)CCNC(=O)C(=O)NCCc1ccc(Cl)cc1,-0.2,-7,1.2,-8
O=C(O)c1ccc(CNC(=O)C23CC4CC(CC(C4)C2)C3)cc1,0.1,-13,0.0,-6
COc1cc(C(=O)OCc2ccc([N+](=O)[O-])cc2)cc(OC)c1OC,0.2,-1,-1.3,-7
CCN(CC)C(=S)Nc1ccccc1Cl,0.0,0,-0.3,0
O=C(NCc1cccs1)C1CCC(=O)N1C1CCCCC1 (stereo not drawn),0.1,-4,-2.9,-3
Cc1ccc2c(COC(=O)[C@H](C(C)C)N3C(=O)c4ccccc4C3=O)cc(=O)oc2c1,0.1,5,-1.1,11
N=C1C(c2nc(-c3ccc(Cl)cc3)cs2)=C(O)CN1c1cccc(C(=O)O)c1,0.0,8,1.3,2
Cc1c(CC(C)O)c(=O)oc2cc(OC(C)C(=O)O)ccc12 (stereo not drawn),-0.1,19,0.2,6
C=CCN=C1SC(C)(C)C(=O)N1S(=O)(=O)c1ccc(C)cc1,0.1,2,0.0,4
CCC(C)(C)NC(=O)C1CCN(S(=O)(=O)c2ccc(OC)cc2)CC1,0.3,5,-0.3,3
O=C(Nc1ccc(-c2cn3c(n2)SCC3)cc1)c1cccnc1Cl,-0.1,4,-0.6,-11
CCOC(=O)C1=C(C)NC2=C(C(=O)CC(c3ccc(OC)c(OC)c3)C2)C1c1ccc(Cl)cc1Cl (stereo not drawn),0.8,11,-1.3,-1
Cc1cc(=O)oc2c(CN3CCCC3)c(O)ccc12,-0.2,-2,1.5,5
CCNc1ccc(C(=O)OCC(=O)c2cc(OC)ccc2OC)cc1[N+](=O)[O-],-0.1,-8,-2.0,-3
CSc1ccccc1NC(=O)c1cnc2cc(C)ccn2c1=O,-0.1,2,0.5,-54
COc1ccc(/C=N/NC(=S)NC2CCS(=O)(=O)C2)cc1 (stereo not drawn),-0.1,-1,-0.4,-4
CCOc1cccc(C(=O)Nc2nn3c(CC(C)C)nnc3s2)c1,0.1,3,-0.8,2
N/C(=N\OC(=O)CCCCCN1C(=O)c2ccccc2C1=O)c1ccccc1,-0.2,3,-0.6,-6
c1coc(CNc2nc3ccccc3n2CCN2CCCCC2)c1,0.0,7,-1.2,-11
CN(C(=O)COC(=O)c1c[nH]c(=O)[nH]c1=O)C1CCCCC1,0.1,5,2.2,6
CN1CCN(c2nc3c(c(=O)n(C)c(=O)n3C)n2CCSc2ncccn2)CC1,0.1,-4,-0.4,8
COc1cc(C(=O)Nc2ccccc2C(=O)NCCc2ccccc2)cc(OC)c1OC,0.0,-8,0.4,39*
COc1ccc(/C(O)=C2/C(=O)C(=O)N(Cc3cccnc3)C2c2ccc(N(C)C)cc2)cc1 (stereo not drawn),0.0,-4,-0.5,9
Cc1ccccc1C(=O)Nc1nn2c(COc3ccccc3)nnc2s1,0.0,-7,1.7,0
CCCSc1nc2cc(C)c(C)cc2n1CC(O)CO (stereo not drawn),-0.2,-4,0.3,-6
CCc1ccc(C2=NN(CCC(=O)NCCCN3CCOCC3)C(=O)CC2)cc1,-0.1,9,0.3,-1
O=C(NNC1=C(C(=O)C(F)(F)F)CCC1)c1ccc(O)cc1,0.2,-2,-0.9,-28
COc1ccc(N2C(=S)NC3c4cc(Cl)ccc4OC2(C)C3C(=O)Nc2ccc(C)cc2C)cc1 (stereo not drawn),-0.2,10,-1.5,3
CCc1nnc(NC(=O)CSc2nc3c(c(=O)n2C)SCC3)s1,0.0,-2,3.8,-4
CCOc1ccc(CC(=O)Nc2c3c(nn2-c2ccccc2)CCC3)cc1,0.7,7,0.0,14
CCOC(=O)c1[nH]c2ccccc2c1NC(=O)c1cccs1,-0.1,-14,-1.4,1
CCOCC(=O)Nc1cc([N+](=O)[O-])ccc1OC,0.1,8,1.1,4
COc1ccc(N2C(=O)c3ccc(C(=O)Nc4cc(Cl)ccc4C(=O)O)cc3C2=O)cc1,-0.3,12,4.3,4
CC(C)=CCN1CCN(Cc2cn[nH]c2-c2ccccc2)CC1CCO (stereo not drawn),0.1,-5,0.5,-4
CC(C)c1cc(C(=O)N2CCc3ccccc3C2)nn1-c1nc2ccccc2s1,-0.1,-7,-1.7,-1
Cc1sc2ncnc(NCC(c3ccco3)N(C)C)c2c1C (stereo not drawn),0.2,62*,-1.1,-9
COc1cc(C(=O)N2c3ccccc3NC3=C(C(=O)CC(C)(C)C3)C2c2ccc(Cl)cc2)cc(OC)c1OC (stereo not drawn),-0.2,-3,-0.5,6
Cc1cccc(NC(=O)C(Cc2ccc([N+](=O)[O-])cc2)N2C(=O)c3ccccc3C2=O)c1 (stereo not drawn),0.0,5,0.6,11
Cc1cc(Cl)ccc1OCC(=O)Nc1ccc(Br)cn1,0.1,2,1.1,-14
COc1ccc(C2(O)CSC3=C(C#N)C(c4ccc(C)cc4)CC(=O)N32)cc1 (stereo not drawn),0.0,-4,-0.9,-32
COc1ccc(Nc2nc(C)cc(NCC3CCCO3)n2)cc1 (stereo not drawn),-0.1,4,1.5,0
Clc1ccc(-n2ncc3c(NC(c4ccccc4)c4ccccc4)ncnc32)cc1,0.0,1,2.1,-3
# Next section:
SMILES,FBW7 act,MITF inh,GPR151 activ,TEAD-YAP inh
COc1ccccc1NC(=O)CSc1nnc(-c2cccnc2)n1-c1ccccc1C,0.4,12,0.0,70*
O=C(Nc1cnn(CC(=O)N2CCCC(OCc3ccccn3)C2)c1)c1ccco1 (stereo not drawn),0.2,12,-1.0,0
CCc1ccc(OCCCCn2ccnc2)cc1,-0.1,62*,-0.7,-12
CCC(Sc1nncn1C)C(=O)Nc1nnc(-c2ccccc2Cl)s1 (stereo not drawn),0.0,-1,1.7,-12
COc1ccc2cc(C(=O)NC(C)=O)c(=Nc3ccccc3)oc2c1,-0.1,2,2.2,-55
CN(C)/C=C/C(=O)c1ccc(OCc2cccc(C(F)(F)F)c2)cc1O,-0.1,-2,-0.6,4
CCN(c1ccccc1)S(=O)(=O)c1ccc(F)c(C(=O)Nc2ccc(Cl)cc2Cl)c1,0.0,-7,0.8,-1
CCCSc1nc2ccccc2c(=O)n1C1CCCCC1,0.0,11,2.0,-1
N#Cc1ccc(NC(=O)c2cc3c(n(-c4ccc(Cl)cc4)c2=O)CCCC3=O)cc1,0.0,11,-0.2,14
CCC(=O)C1=C(c2ccc(F)cc2)N(C(=O)CC)n2c(C)nnc2S1,-1.0,7,-1.7,24

# Compound activity deposited in PubChem by The Scripps Research Institute Molecular Screening Center.
